AID inhibitor – activation induced cytidine deaminase inhibition. AID 1347428. AID deamination FRET fluorescence, UDG-coupled, 4 h. Potency, µM (highest dose often 115 µM), for the others: at the top dose activity change, negative = inhibition, actives largely listed as inhibitors. 91,000 compounds, 0.32% hits. Q9GZX7; also: nearly all actives have a fitted effect of over 25% in size
Target sequence (Q9GZX7 whole entry, looked up): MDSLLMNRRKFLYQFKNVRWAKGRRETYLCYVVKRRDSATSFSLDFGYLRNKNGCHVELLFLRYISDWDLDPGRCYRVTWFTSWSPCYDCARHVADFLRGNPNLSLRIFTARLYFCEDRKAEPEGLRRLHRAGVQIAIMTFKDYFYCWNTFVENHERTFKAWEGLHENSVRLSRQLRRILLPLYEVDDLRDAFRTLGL
UDG counterscr – UDG inhibition counter-screen; FRET deamination/UDG coupled assay, UDG read, 4 h; Potency, µM (titrated, usually from 115 µM), for the others: at the top dose activity change, negative = inhibition, actives largely listed as inhibitors; 91,000 compounds, 0.14% hits; AID 1347430; also: nearly all actives have a fitted effect of over 65% in size
An asterisk follows results filed as active; [ ] = another dose, or the depositor's remark. Calls follow the shape of the dose curve; as a rule, active = well fitted curve in the direction sought with a large enough effect; inconclusive = small, poorly fitted or top-dose-only effect, or another doubt; inactive = no such curve, though single readings can be large; an effect the other way counts as inactive or inconclusive. % is scaled to controls: 0 for no effect and ±100 for the full control effect; potency is read from the fitted curve at half-maximal effect. Not all compounds are listed; rates above refer to the full screens.

What do the screens show for `CCc1sc(C(=O)Nc2sc(C)c(C)c2C#N)cc1Br`?
AID inhibitor: 16.6%; UDG counterscr: 10.6%

How did O=C(NCCS(=O)(=O)N1CCN(c2cccc(Cl)c2)CC1)c1cc(=O)c2ccccc2o1 do in these assays?
AID inhibitor: 8.9%; UDG counterscr: 2.3%

Results for CN1C(=S)SC(N(O)C=C2C=CC(=O)C=C2)C1(C)C (stereo not drawn) ?
AID inhibitor: 1.2%; UDG counterscr: 5.3%

What do the screens show for `CC(C)(C)C(=O)NCCCC(=O)NCc1ccccc1`?
AID inhibitor: 0.4%; UDG counterscr: -5.9%

What do the screens show for `O=S(=O)(Cc1ccc(F)cc1)Cc1csc(-c2ccccc2)n1`?
AID inhibitor: -1.0%; UDG counterscr: 0.0%

What do the screens show for `CCOC(=O)c1c(C)[nH]c(C)c1S(=O)(=O)N1CCC(C(=O)Nc2ccccc2CC)CC1`?
AID inhibitor: 18.3%; UDG counterscr: 18.8%

How did Brc1c(CSc2nc3ccccc3o2)nc2ccccn12 do in these assays?
AID inhibitor: -17.4%; UDG counterscr: -4.7%

What do the screens show for `Cc1cccc(C(=O)NC(c2cccnc2)c2cc(C)ccc2C)c1` (stereo not drawn)?
AID inhibitor: -0.3%; UDG counterscr: -5.4%

What do the screens show for `COc1ccc(CNC(=O)COCc2cc(-c3cccs3)on2)cc1OC`?
AID inhibitor: -7.8%; UDG counterscr: 19.1%

Results for Cc1ccc(C)c(Cn2c(CCCNC(=O)C3CCCCC3)nc3ccccc32)c1 ?
AID inhibitor: -26.4%; UDG counterscr: -11.1%

What do the screens show for `CN(Cc1ccco1)C(=O)c1cc(-c2cccs2)nc2ccccc12`?
AID inhibitor: -3.6%; UDG counterscr: 3.1%

Results for N#Cc1cccc(NC(=O)C2(c3ccc(Cl)cc3)CCC2)c1 ?
AID inhibitor: -15.6%; UDG counterscr: -13.2%

Results for COC(=O)c1ccc(COc2ccccc2Br)cc1 ?
AID inhibitor: -6.6%; UDG counterscr: 2.8%

How did CCOc1ccccc1/C=C/C(=O)c1cccc(O)c1 do in these assays?
AID inhibitor: 0.2%; UDG counterscr: 2.8%

Results for CC(=O)Nc1nonc1-c1nnc(SCC(=O)Nc2ccc(C)c(Cl)c2)n1-c1ccccc1 ?
AID inhibitor: -14.7%; UDG counterscr: 4.7%

Results for Cn1cccc1C1CCCCCN1S(=O)(=O)c1ccc(S(=O)(=O)N2CCCC2)cc1 (stereo not drawn) ?
AID inhibitor: -11.2%; UDG counterscr: 0.2%

Results for CCN(CC)S(=O)(=O)c1ccc2oc(C(=O)N(C)Cc3ccccc3)c(C)c2c1 ?
AID inhibitor: -7.3%; UDG counterscr: 2.3%

Results for COc1cc(NC(=O)Cn2ccn(Cc3ccccc3OC)c(=O)c2=O)cc(OC)c1 ?
AID inhibitor: 12.3%; UDG counterscr: -3.4%[57.5 µM]

What do the screens show for `Cc1cc(C)c2c(-n3cccc3)c(C(=O)NCC(C)c3ccccc3)sc2n1` (stereo not drawn)?
AID inhibitor: inconclusive; UDG counterscr: -10.2%

How did CCc1ccccc1N(C(C)=O)c1nc(CSc2nnc(C3CC3)n2C2CC2)cs1 do in these assays?
AID inhibitor: -6.8%; UDG counterscr: 0.3%

Sorted by SMILES length (lowest first): some entries from above
How did CCOc1ccccc1/C=C/C(=O)c1cccc(O)c1 do in these assays?
AID inhibitor: 0.2%; UDG counterscr: 2.8%

What do the screens show for `Cc1cccc(C(=O)NC(c2cccnc2)c2cc(C)ccc2C)c1` (stereo not drawn)?
AID inhibitor: -0.3%; UDG counterscr: -5.4%

How did CCc1ccccc1N(C(C)=O)c1nc(CSc2nnc(C3CC3)n2C2CC2)cs1 do in these assays?
AID inhibitor: -6.8%; UDG counterscr: 0.3%

More structures follow:
How did Cc1ccc(C(C)(C)c2ccc(C(=O)O)cc2)cc1C do in these assays?
AID inhibitor: -10.5%; UDG counterscr: -1.3%

Results for O=C(O)C(Cc1ccc(O)cc1)NC(=O)C(c1ccccc1)c1ccccc1 (stereo not drawn) ?
AID inhibitor: -1.1%; UDG counterscr: 2.2%

What do the screens show for `Cn1nnnc1-c1cccc(NS(=O)(=O)c2ccc(F)cc2F)c1`?
AID inhibitor: 13.2%; UDG counterscr: 7.1%

Results for CCn1c(COc2cccc3cccnc23)nnc1SCC(=O)O ?
AID inhibitor: -7.7%; UDG counterscr: -0.4%

Results for CCc1cccc(NC(=O)Cn2c(=O)c(C(F)(F)F)nc3ccccc32)c1 ?
AID inhibitor: -3.7%; UDG counterscr: 6.8%

Results for CCCCN(CC)CCNC(=O)c1cn(CCOC)c(=O)c2c1c1ccccc1n2C ?
AID inhibitor: -3.7%; UDG counterscr: -7.9%

What do the screens show for `COc1cc(C(=O)Nc2ccc(-n3c(C)nc4ccccc4c3=O)cc2)cc(OC)c1OC`?
AID inhibitor: -16.9%; UDG counterscr: inconclusive

What do the screens show for `CCOC(=O)c1ccc2c(c1)N(C(CC)C(=O)Nc1ccccc1OC)C(=O)c1ccccc1S2` (stereo not drawn)?
AID inhibitor: -13.8%; UDG counterscr: -6.4%

How did COc1ccc(NC(=O)C(C)n2nc(C)c3c(C)n(-c4ccccc4)nc3c2=O)cc1Cl (stereo not drawn) do in these assays?
AID inhibitor: inconclusive; UDG counterscr: -14.3%

What do the screens show for `Cc1ccc(C(=O)Nc2ccc3nc(SCC(=O)N4CCCc5ccccc54)sc3c2)cc1`?
AID inhibitor: -19.5%; UDG counterscr: -9.6%[57.5 µM]

What do the screens show for `CCCCN1C(=O)c2[nH]nc(-c3ccccc3O)c2C1c1cc(Br)c(O)c(OC)c1` (stereo not drawn)?
AID inhibitor: 7.7%; UDG counterscr: -6.4%

What do the screens show for `CCOc1cc(/C=C2\NC(=O)NC2=O)ccc1OCc1ccc(Br)cc1`?
AID inhibitor: -4.4%; UDG counterscr: -3.2%

How did COc1ccccc1CN1CCCC(C(=O)N2CCCCC2)C1 (stereo not drawn) do in these assays?
AID inhibitor: -5.2%; UDG counterscr: 48.2%[activator]

How did COc1ccc(-c2nc(-c3ccc(Br)cc3)no2)cc1 do in these assays?
AID inhibitor: 7.7%; UDG counterscr: -3.5%

Results for O=C(Nc1nnc(S(=O)(=O)N2CCCc3ccccc32)s1)c1ccc(Cl)cc1 ?
AID inhibitor: 2.4%; UDG counterscr: 7.4%

What do the screens show for `Cc1ccc(C)c(NC(=S)NNC(=O)C(c2ccccc2)c2ccccc2)c1`?
AID inhibitor: -1.4%; UDG counterscr: -3.9%

How did O=C(NCCCNC(=O)C1CCCC1)C1CCCC1 do in these assays?
AID inhibitor: 9.5%; UDG counterscr: 0.5%

How did CC(CC(=O)NCc1ccc(Cl)cc1)CC1=NS(=O)(=O)c2ccccc2N1 (stereo not drawn) do in these assays?
AID inhibitor: -1.8%; UDG counterscr: 2.2%

Results for COc1ccc2c(c1)c(CC(=O)Nc1cc(C)cc(C)c1)c(C)n2C(=O)c1ccc(Cl)cc1 ?
AID inhibitor: -2.2%; UDG counterscr: -8.7%[57.5 µM]

How did CCCOc1ccc(C2C(=O)N(C3CCCCCC3)CC(=O)N2CCCOCC)cc1OC (stereo not drawn) do in these assays?
AID inhibitor: 3.7%; UDG counterscr: -1.1%[57.5 µM]

Results for COc1ccc(CNC(=O)c2ccc3c(c2)nc2n3CCOC2)c(OC)c1 ?
AID inhibitor: 2.4%; UDG counterscr: inconclusive

What do the screens show for `CNC(=O)NC(=O)C(C)N(C)Cc1ccccc1` (stereo not drawn)?
AID inhibitor: 4.8%; UDG counterscr: 12.1%

What do the screens show for `Cc1ccccc1NC(=O)c1sc2nc3n(c(=O)c2c1C)N=C(c1ccccc1)CS3`?
AID inhibitor: 11.5%; UDG counterscr: 1.3%[57.5 µM]

Results for CCOC(=O)c1ccc(NC(=O)c2c(C)oc3nc(C)nc(N4CCCC4)c23)cc1 ?
AID inhibitor: -1.9%; UDG counterscr: -1.0%

Results for CCC(NC(C)C)C(O)c1ccc(O)c(O)c1 (stereo not drawn) ?
AID inhibitor: 44.7µM*; UDG counterscr: -11.7%

How did Cc1ccc2nc(C)c(C(=O)NC3CCN(Cc4ccccc4)CC3)cc2c1 do in these assays?
AID inhibitor: 0.4%; UDG counterscr: 2.1%

How did COc1ccc(-c2noc(N3CCC(C(=O)N4CCN(c5cccc(OC)c5)CC4)CC3)n2)cc1 do in these assays?
AID inhibitor: inconclusive; UDG counterscr: -9.7%

How did COc1ccc(S(=O)(=O)N2CCC(c3nnc(-c4ccccc4C)o3)CC2)c(OC)c1 do in these assays?
AID inhibitor: inconclusive; UDG counterscr: -2.0%

What do the screens show for `COc1cc(CC(=O)OCc2c(Cl)cccc2Cl)cc(OC)c1OC`?
AID inhibitor: -7.0%; UDG counterscr: 9.5%

How did CC(C)(C)c1cc(NC(=O)Nc2cc(Cl)cc(Cl)c2)no1 do in these assays?
AID inhibitor: -9.7%; UDG counterscr: -10.3%

What do the screens show for `Cc1ccc(NC(=O)c2sc(-n3nc(C)c(Cl)c3C)nc2C)c(C)c1`?
AID inhibitor: 1.7%; UDG counterscr: -3.3%

What do the screens show for `CCN(CC)CCn1c(=N)n(CCOc2ccccc2Cl)c2ccccc21`?
AID inhibitor: inconclusive; UDG counterscr: -13.4%

How did Cc1ccc(CSc2nc3ccc(NC(=O)COc4ccccc4)cc3s2)cc1 do in these assays?
AID inhibitor: 1.3%; UDG counterscr: 35.5%[activator]

Results for Cc1ccc(CN2c3ccccc3-c3nc(SCC(=O)NCc4ccccc4)ncc3S2(=O)=O)cc1 ?
AID inhibitor: 58.5%[activator]; UDG counterscr: 0.0%

What do the screens show for `CC(NC(=O)CNC(=O)c1cccs1)c1ccncc1` (stereo not drawn)?
AID inhibitor: -1.7%; UDG counterscr: 7.2%

What do the screens show for `COc1ccc(NC(=O)C(CC(C)C)NC(=O)C2CCCCC2)c(OC)c1` (stereo not drawn)?
AID inhibitor: 34.3%[activator]; UDG counterscr: 12.9%

What do the screens show for `Cc1cc(SCC(=O)Nc2ccc(F)cc2F)nc(=O)[nH]1`?
AID inhibitor: 238.6%[activator]; UDG counterscr: -8.5%

How did COc1ccc(CNC(=O)CN2C(=O)COc3ccccc32)c(OC)c1 do in these assays?
AID inhibitor: 8.2%; UDG counterscr: -3.5%[57.5 µM]

How did CCc1ccc(C2C(C(=O)Nc3ccccc3)=C(C)Nc3c(C(=O)Nc4ccc(C)cc4)cnn32)cc1 (stereo not drawn) do in these assays?
AID inhibitor: 7.1%; UDG counterscr: -5.1%

How did CCOc1ccc(N(C)C(=O)C2CCN(S(=O)(=O)c3c(C)noc3/C=C/c3ccc(C)cc3)CC2)cc1 do in these assays?
AID inhibitor: inconclusive; UDG counterscr: -13.1%

Entries listed so far containing a tert-butyl group (two):
What do the screens show for `CC(C)(C)C(=O)NCCCC(=O)NCc1ccccc1`?
AID inhibitor: 0.4%; UDG counterscr: -5.9%

How did CC(C)(C)c1cc(NC(=O)Nc2cc(Cl)cc(Cl)c2)no1 do in these assays?
AID inhibitor: -9.7%; UDG counterscr: -10.3%

Later entries
How did C/C(=C/C(=O)C(F)(F)F)N1CCN(C/C=C/c2ccccc2)CC1 do in these assays?
AID inhibitor: 1.0%; UDG counterscr: -2.1%

What do the screens show for `Cc1cccc(C2CC(=O)Nc3cc4c(cc32)OCO4)c1` (stereo not drawn)?
AID inhibitor: -8.1%; UDG counterscr: 3.0%

What do the screens show for `COC(=O)c1ccccc1NC(=O)c1ccc2c(=O)n3c(nc2c1)CCCCC3`?
AID inhibitor: 3.9%; UDG counterscr: -1.7%

Results for Cc1csc(CNC(=O)c2sccc2C)n1 ?
AID inhibitor: 5.3%; UDG counterscr: -5.8%

How did O=C(OCc1cccs1)C1=NN(C2CCS(=O)(=O)C2)C(=O)CC1 (stereo not drawn) do in these assays?
AID inhibitor: 2.7%; UDG counterscr: -1.2%

How did CCONC(=O)C(C)NC(=O)OCc1ccccc1 (stereo not drawn) do in these assays?
AID inhibitor: 5.4%; UDG counterscr: 0.4%

How did CCCCc1nc(NCCN2CCOCC2)c(C#N)c2c1CCCC2 do in these assays?
AID inhibitor: -23.7%; UDG counterscr: -13.5%

What do the screens show for `CCN(Cc1ccccc1)Cc1csc(C)c1C`?
AID inhibitor: 0.7%; UDG counterscr: 2.9%

Results for CC(C)(C)NC(=O)CNC(=O)C1CCCCC1 ?
AID inhibitor: 0.6%; UDG counterscr: 7.7%

What do the screens show for `CCc1ccc(C2c3c(-c4ccccc4O)n[nH]c3C(=O)N2Cc2cccnc2)cc1` (stereo not drawn)?
AID inhibitor: -22.0%; UDG counterscr: -10.4%

Results for Cc1ccccc1CCNC(=O)Cn1cc(C(N)=O)c2ccccc21 ?
AID inhibitor: -12.8%; UDG counterscr: -3.2%

What do the screens show for `CC(C)(C)c1ccc(S(=O)(=O)c2cnc(SCC(=O)Nc3ccc4c(c3)OCCO4)[nH]c2=O)cc1`?
AID inhibitor: inconclusive; UDG counterscr: -5.3%

How did Fc1ccccc1OCCSc1nc2ccccc2s1 do in these assays?
AID inhibitor: -10.2%; UDG counterscr: -8.4%

How did O=C1CC(c2cccc(O)c2)c2c(nc(SCc3ccccc3F)[nH]c2=O)N1 (stereo not drawn) do in these assays?
AID inhibitor: -6.0%; UDG counterscr: -0.4%

Results for Cc1oc2ncnc(N3CCOCC3)c2c1C(=O)NCc1ccc(Cl)cc1 ?
AID inhibitor: 4.6%; UDG counterscr: 0.5%

What do the screens show for `CCOC(=O)C1CCN([C@H]2CS(=O)(=O)C[C@@H]2S(=O)(=O)c2ccc(C)cc2)CC1`?
AID inhibitor: -5.6%; UDG counterscr: -7.0%

Results for Cc1cc(C)c2[nH]c(CSc3nnc(-c4cccc(F)c4)n3C)cc(=O)c2c1 ?
AID inhibitor: -10.5%; UDG counterscr: -13.4%

Results for COc1ccc(Br)cc1CNC(=O)CCc1ccc2nc(NC(=O)C(C)C)sc2c1 ?
AID inhibitor: 0.3%; UDG counterscr: 2.4%
